Pol III holo inh – qHTS Assay for Inhibitors of DNA Polymerase III Holoenzyme System | reconstituted DNA polymerase III holoenzyme replication, biochemical | Potency, µM (doses to about 57.1 µM), for inactives: at the top dose activity change, negative = inhibition | 71,000 tested, 0.25% active | AID 603, 2007; note: potency is the fitted concentration of half-maximal effect; % is set by controls: 0 for no effect and ±100 for the full control effect
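Reconstituted *E. coli* holoenzyme (0.35 nM Pol III, 1 nM beta, 154 nM SSB, 2 nM primase) was preincubated with compound for 15 min at RT. Synthesis on 1.4 nM ssM13Gori ran 35 min, then was stopped with PicoGreen/EDTA and read as dsDNA fluorescence.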
Hsp90 Hop PPI – qHTS Assay for Disrupters of an Hsp90 Co-Chaperone Interaction; Hsp90 C-terminal peptide / TPR2A (Hop) interaction, human; AlphaScreen TPR2A-His6 binding biotin-Hsp90 C-terminal peptide; Potency, µM (top dose mostly 57 µM), for the others: top-dose activity change, negative = inhibition; 71,000 tested, 0.44% active; AID 595, 2007; active = well fitted curve in either direction with a large enough effect; inconclusive = small, poorly fitted or top-dose-only effect, or another doubt; note: potency is the fitted concentration of half-maximal effect; % is set by controls: 0 for no effect and ±100 for the full control effect; many of its hits are not listed in these tables
BRCT PPI red – qHTS Assay for Inhibitors of BRCT-Phosphoprotein Interaction (Red Fluorophore) | Potency, µM (top dose mostly 76.9 µM), without a hit: at the highest dose activity change, negative = inhibition, most hits filed as inhibitors | BRCT-phosphopeptide binding, red fluorescence polarization | 75,000 tested, 0.03% active; note: % is set by controls: 0 for no effect and ±100 for the full control effect
Target sequence (P38398 whole entry, looked up): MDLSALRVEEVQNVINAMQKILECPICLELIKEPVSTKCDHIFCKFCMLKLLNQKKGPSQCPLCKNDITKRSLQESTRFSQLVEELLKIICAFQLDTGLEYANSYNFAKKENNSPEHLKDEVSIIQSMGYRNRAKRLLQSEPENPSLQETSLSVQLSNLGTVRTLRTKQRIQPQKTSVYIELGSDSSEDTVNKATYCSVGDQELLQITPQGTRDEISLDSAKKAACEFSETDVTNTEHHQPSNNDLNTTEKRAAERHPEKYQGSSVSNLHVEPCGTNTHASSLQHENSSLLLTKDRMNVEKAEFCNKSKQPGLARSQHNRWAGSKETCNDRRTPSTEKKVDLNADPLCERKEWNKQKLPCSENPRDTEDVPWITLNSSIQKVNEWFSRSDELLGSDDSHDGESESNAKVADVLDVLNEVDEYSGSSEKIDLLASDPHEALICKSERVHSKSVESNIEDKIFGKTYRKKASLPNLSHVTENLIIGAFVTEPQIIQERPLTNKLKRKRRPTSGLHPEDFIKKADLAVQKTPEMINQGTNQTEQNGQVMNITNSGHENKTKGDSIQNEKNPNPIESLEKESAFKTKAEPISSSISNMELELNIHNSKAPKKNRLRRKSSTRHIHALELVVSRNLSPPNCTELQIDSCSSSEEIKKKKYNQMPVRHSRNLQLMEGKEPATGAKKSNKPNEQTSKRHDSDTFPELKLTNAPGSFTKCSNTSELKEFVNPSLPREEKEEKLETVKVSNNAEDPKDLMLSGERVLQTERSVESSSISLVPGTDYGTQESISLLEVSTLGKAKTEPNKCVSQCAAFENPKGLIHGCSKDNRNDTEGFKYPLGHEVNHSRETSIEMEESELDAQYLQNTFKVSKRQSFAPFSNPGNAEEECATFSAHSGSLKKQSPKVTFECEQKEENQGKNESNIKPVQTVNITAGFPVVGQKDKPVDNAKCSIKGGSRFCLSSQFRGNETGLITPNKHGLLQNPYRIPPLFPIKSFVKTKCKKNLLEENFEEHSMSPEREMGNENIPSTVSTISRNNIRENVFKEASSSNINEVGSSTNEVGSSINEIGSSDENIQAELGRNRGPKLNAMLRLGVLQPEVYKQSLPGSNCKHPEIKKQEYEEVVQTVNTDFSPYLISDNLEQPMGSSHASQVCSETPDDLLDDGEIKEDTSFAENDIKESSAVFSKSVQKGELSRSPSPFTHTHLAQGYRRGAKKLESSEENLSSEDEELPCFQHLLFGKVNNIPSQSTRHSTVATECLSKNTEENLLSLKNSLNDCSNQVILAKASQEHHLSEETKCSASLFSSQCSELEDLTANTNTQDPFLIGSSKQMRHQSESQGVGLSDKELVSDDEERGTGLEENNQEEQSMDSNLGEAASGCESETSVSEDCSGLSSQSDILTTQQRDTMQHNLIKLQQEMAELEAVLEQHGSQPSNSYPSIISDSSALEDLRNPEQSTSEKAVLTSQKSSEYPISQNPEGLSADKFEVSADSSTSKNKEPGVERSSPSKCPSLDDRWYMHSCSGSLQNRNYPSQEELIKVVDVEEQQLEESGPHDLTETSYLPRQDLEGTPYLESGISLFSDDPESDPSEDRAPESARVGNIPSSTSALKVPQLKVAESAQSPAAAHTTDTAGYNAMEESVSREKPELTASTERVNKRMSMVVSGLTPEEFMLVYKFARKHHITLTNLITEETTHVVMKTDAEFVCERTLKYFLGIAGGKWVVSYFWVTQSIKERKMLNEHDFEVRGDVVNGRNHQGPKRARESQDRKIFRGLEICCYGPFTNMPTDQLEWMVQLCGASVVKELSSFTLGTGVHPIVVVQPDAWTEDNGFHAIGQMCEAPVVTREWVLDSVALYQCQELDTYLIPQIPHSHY
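Rhodamine-labelled pBACH1 10-mer (100 nM) bound to BRCT domain (100 nM) at pH 7.3; compounds incubated 12 min room temperature, polarization read. Free peptide defines full inhibition; unlabelled decapeptide titrated as control.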
HBB splice mod – qHTS Assay for Modulators of Hemoglobin Beta Chain Splicing. HBB splicing reporter cell assay, activation; EGFP reporter with mutant IVS2-654 intron; response scale: normalised to 500 nM splice-correcting PNA. 65,000 tested, 0.06% active. Potency, µM (top dose mostly 46.1 µM), for inactives: at the highest dose activation, hits mostly activators; note: potency is the fitted concentration of half-maximal effect; 0% is about no effect
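HeLa cells stably expressing EGFP interrupted by mutant beta-globin intron 2 (IVS2-654), 500/well in 2% FCS. Treated with compound for 2 days at 37C. Splicing correction scored as total well GFP intensity (488 nm excitation, 500-520 nm emission); 500 nM antisense PNA served as control.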
UbGFP stabilizer – Ubiquitin-GFP Assay | Ubiquitin-GFP reporter cells, proteasome inhibition, GFP fluorescence; response scale: untreated = 0%, 10 µM MG-132 = 100% | Potency, µM (highest dose often 45.9 µM), without a hit: at the top dose activation (GFP accumulation), actives largely listed as activators | 67,000 tested, under 10 active; active = well fitted activation curve with a large enough effect, not every such curve was filed as active; inconclusive = small, poorly fitted or top-dose-only effect, or another doubt; inactive = no such curve, though single readings can be large or run the other way; note: potency is the fitted concentration of half-maximal effect
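Proteasome block read as GFP accumulation: ubiquitin(G76V)-GFP U2OS cells exposed to compound (2.9 nM–46 uM) for 4 hr at 37 C. Normalization used untreated cells as 0% and 10 uM MG-132 as 100%; concentration-response curves fitted.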
4MU fluor – qHTS Assay for Spectroscopic Profiling in 4-MU Spectral Region; compound autofluorescence, 340/450 nm, 4-MU equivalents; active compounds read high; max dye-equivalent concentration, M; 59,000 tested, 11% active; in the data active = max dye-equivalent concentration above about 10 nM; inconclusive = mostly about 1.1 nM to 9.6 nM
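Compounds in 100 mM Tris, pH 8.0, incubated 15 min at room temperature, then fluorescence read at 340 nm excitation/450 nm emission. Signal converted to 4-MU dye-equivalent concentration using an on-plate six-point 4-MU standard curve.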
Epigenetic mod – qHTS Assay for Epigenetic Modulators. mouse C127i GFP locus derepression, cytometry, 30 h. Potency, µM (highest dose often 46.1 µM), for the others: at the highest dose GFP derepression (activation). 68,000 tested, 0.09% active. AID 597, 2007; note: % of control where 0% means no effect
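Derepression screen: silenced CMV-GFP reporter in murine C127i cells, 30 h compound incubation at 37 C, washed cells imaged by laser-scanning cytometer to enumerate GFP-expressing objects of 20 to 120 um.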
A350 fluor – qHTS Assay for Spectroscopic Profiling in A350 Spectral Region. Compound autofluorescence, 340/450 nm, Alexa 350 dye-equivalents; active compounds read high. max dye-equivalent concentration, M. 59,000 tested, 11% active; in the data active = max dye-equivalent concentration above about 10 nM; inconclusive = mostly about 1.1 nM to 9.6 nM
15-hLO inh – qHTS Assay for Inhibitors of 15-hLO (15-human lipoxygenase); Polyunsaturated fatty acid lipoxygenase ALOX15 (Homo sapiens), P16050; purified 15hLO-1, xylenol orange hydroperoxide absorbance; Potency, µM (doses to about 57.1 µM), without a hit: at the top dose activity change, negative = inhibition, actives largely listed as inhibitors; 74,000 tested, 1.4% active; note: potency is the fitted concentration of half-maximal effect; % is set by controls: 0 for no effect and ±100 for the full control effect; nearly all actives have a fitted effect of over 55% in size
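Purified human 15hLO-1 (40 nM) in 25 mM Hepes pH 7.5, 0.01% Triton X-100, preincubated 15 min RT with compound, then 50 uM arachidonic acid for 6 min. Hydroperoxide read by ferrous/xylenol orange, 30 min; 573/405 nm absorbance ratio gave progress.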
BRCT inh green – qHTS Assay for Inhibitors of BRCT-Phosphoprotein Interaction (Green Fluorophore) | Breast cancer type 1 susceptibility protein (Homo sapiens), P38398 | 75,000 tested, 0.05% active | Potency, µM (doses to about 76.9 µM), inactives show top-dose activity change, negative = inhibition, hits mostly inhibitors | BRCA1 BRCT-phosphopeptide binding, green fluorescence polarization;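 note: potency is the fitted concentration of half-maximal effect; plate controls were peptide without protein for full effect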
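Compounds were incubated for 12 min at room temperature with a complex of 100 nM fluorescein-tagged pBACH1 decapeptide and 250 nM His-tagged BRCT protein. Buffer was phosphate pH 7.3 with EDTA, DTT and Tween 20. Disruption of binding lowers the polarization signal.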
CRE-bla Fsk – Cell signaling CRE-BLA (Fsk stim); CHO CRE-bla reporter (cAMP response element driving beta-lactamase), forskolin EC10, beta-lactamase ratio; Potency, µM (top dose mostly 38.2 µM), inactives show at the top dose activity change, negative = inhibition, hits mostly activators; 71,000 tested, 2.5% active; active = well fitted activation curve with a large enough effect in the signal ratio, with a control signal flat, not every such curve was filed as active; inconclusive = small, poorly fitted or top-dose-only effect, or effect the other way, or a change in a side signal; the % refers to the signal ratio; note: potency is the fitted concentration of half-maximal effect; % of control where 0% means no effect
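Modulation of forskolin signalling: compounds in titration series added with EC10 NKH 477 to CHO cells carrying a CRE-driven beta-lactamase reporter, 3 h, 37C. CCF4 FRET ratio (460/530 nm, ex 405 nm) gives %activity and AC50.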
* hit, by the source's call; i = inactive; ? = inconclusive; nt = not tested or not shown; [ ] = remark or other dose. Unless noted, calls come from the whole dose curve; as a rule, active = well fitted curve in the direction sought with a large enough effect; inconclusive = small, poorly fitted or top-dose-only effect, or another doubt; inactive = no such curve, though single readings can be large; an effect the other way counts as inactive or inconclusive.

1. O=C(c1ccccc1)N1CCN(C(=O)N2CCCCC2)CC1
2. Cc1cc2c(=O)n(NC(N)=O)c(C)nc2s1
3. Nc1[nH]c(=O)nc2c1ncn2[C@H]1O[C@@H](CO)[C@@H](O)[C@@H]1O
4. O=C(C1CC1)N1CCN(c2nc3ccccc3s2)CC1
5. Cc1ccc(C(N)=Nc2ccccc2)cc1
6. COC(=O)c1ccc(Cn2cnc3c(cnn3-c3ccc(C)c(C)c3)c2=O)o1
7. CCC1Oc2ccc(C)cc2N(CC(=O)N(Cc2ccc3c(c2)OCO3)CC2CCCO2)C1=O (configuration not stated)
8. CC1CCN(C(=O)Cn2c(=O)n(CCc3ccccc3)c(=O)c3ccccc32)CC1

assay / entry,1,2,3,4,5,6,7,8
Pol III holo inh,-3.7%,-0.2%,-8.6%[11.4 µM],0.0%,-1.6%[11.4 µM],5.4%,-6.3%,-10.2%
Hsp90 Hop PPI,-5.0%,0.4%,-3.3%[11 µM],1.2%,-2.5%[11 µM],2.7%,-2.9%,1.2%
BRCT PPI red,0.7%,0.2%,0.4%[15.4 µM],0.9%,1.1%[15.4 µM],-1.1%,-0.6%,2.1%
HBB splice mod,-0.3%[57.5 µM],-0.4%[57.5 µM],2.1%[9.22 µM],1.3%,0.9%[9.22 µM],2.6%,nt,-1.7%
UbGFP stabilizer,2.2%,-1.1%,-0.4%[9.17 µM],5.8%,-1.6%[9.17 µM],-2.8%,-4.8%,21.6%
4MU fluor,i,i,i,i,i,i,i,i
Epigenetic mod,-3.3%,-2.1%,2.3%[9.22 µM],0.0%,0.0%[9.22 µM],-2.2%,1.3%,-0.3%
A350 fluor,i,i,i,i,i,i,i,i
15-hLO inh,18.2%,2.3%,-1.0%[11.4 µM],-22.0%,-2.9%[11.4 µM],-8.6%,-8.7%,2.2%
BRCT inh green,-4.7%,-5.6%,0.5%[15.4 µM],-1.2%,-5.0%[15.4 µM],2.0%,3.3%,-1.4%
CRE-bla Fsk,0.5%,?,3.0%[7.6 µM],-0.7%,-11.4%[7.6 µM],?,-0.7%,?

Some of these compounds in order of molecular weight, highest first.
7. CCC1Oc2ccc(C)cc2N(CC(=O)N(Cc2ccc3c(c2)OCO3)CC2CCCO2)C1=O (configuration not stated)
6. COC(=O)c1ccc(Cn2cnc3c(cnn3-c3ccc(C)c(C)c3)c2=O)o1
1. O=C(c1ccccc1)N1CCN(C(=O)N2CCCCC2)CC1
4. O=C(C1CC1)N1CCN(c2nc3ccccc3s2)CC1
3. Nc1[nH]c(=O)nc2c1ncn2[C@H]1O[C@@H](CO)[C@@H](O)[C@@H]1O
2. Cc1cc2c(=O)n(NC(N)=O)c(C)nc2s1

assay / entry,7,6,1,4,3,2
Pol III holo inh,-6.3%,5.4%,-3.7%,0.0%,-8.6%[11.4 µM],-0.2%
Hsp90 Hop PPI,-2.9%,2.7%,-5.0%,1.2%,-3.3%[11 µM],0.4%
BRCT PPI red,-0.6%,-1.1%,0.7%,0.9%,0.4%[15.4 µM],0.2%
HBB splice mod,nt,2.6%,-0.3%[57.5 µM],1.3%,2.1%[9.22 µM],-0.4%[57.5 µM]
UbGFP stabilizer,-4.8%,-2.8%,2.2%,5.8%,-0.4%[9.17 µM],-1.1%
4MU fluor,i,i,i,i,i,i
Epigenetic mod,1.3%,-2.2%,-3.3%,0.0%,2.3%[9.22 µM],-2.1%
A350 fluor,i,i,i,i,i,i
15-hLO inh,-8.7%,-8.6%,18.2%,-22.0%,-1.0%[11.4 µM],2.3%
BRCT inh green,3.3%,2.0%,-4.7%,-1.2%,0.5%[15.4 µM],-5.6%
CRE-bla Fsk,-0.7%,?,0.5%,-0.7%,3.0%[7.6 µM],?

(next part)
9. Cc1cccc(OCCCCc2c(C)n[nH]c2C)c1C
10. CC[C@](C)(CN(C)C)OC(=O)c1ccccc1
11. COCCN(C(=O)Nc1ccccc1)C(C)c1cccnc1 (configuration not stated)
12. Cn1c(=O)cc(NCCc2ccccc2)[nH]c1=O
13. Cc1noc(C)c1C(=O)N1CCC[C@@]2(CCN(C(=O)NC(C)C)C2)C1
14. CC(C)N1C(=O)C2ON(c3ccccc3)C(c3cccs3)C2C1=O (configuration not stated)
15. Clc1ccc(NCc2nncn2-c2ccccc2)cc1
16. C=CCN1C(=O)C(C)(C)N(C(C)=O)c2ccccc21
17. CC(C)(O/N=C(\C(=O)N[C@@H]1C(=O)N2C(C(=O)[O-])=C(C[n+]3ccccc3)CS[C@@H]12)c1csc(N)n1)C(=O)O
18. O=C(CN1CCN(Cc2ccccc2)CC1)c1c[nH]c2ccccc12

assay / entry,9,10,11,12,13,14,15,16,17,18
Pol III holo inh,-2.2%,-3.3%[25.6 µM],-4.4%,-4.2%,-5.2%,-3.7%,-5.7%,0.9%,-6.7%[25.6 µM],-4.7%
Hsp90 Hop PPI,-1.2%,-0.2%[26 µM],0.2%,-3.0%,3.5%,5.0%,42.0%,-4.6%,-6.5%[26 µM],-1.5%
BRCT PPI red,-0.9%,-0.2%[34.4 µM],0.1%,-0.3%,0.7%,-1.6%,-0.3%,0.0%,-0.6%[34.4 µM],-0.5%
HBB splice mod,-2.0%,1.7%[20.6 µM],-1.8%,-0.8%,0.3%,-0.4%[57.5 µM],nt,-0.2%,-0.2%[20.6 µM],3.1%[1.84 µM]
UbGFP stabilizer,8.7%,-0.9%[20.5 µM],-5.7%,0.0%,-12.4%,0.7%,3.7%,18.4%,-4.3%[20.5 µM],-2.1%
4MU fluor,nt,i,nt,nt,i,i,i,nt,i,i
Epigenetic mod,0.0%,-1.7%[20.6 µM],-3.4%,2.5%,9.3%[9.22 µM],15.9%,-0.7%,0.0%,-1.1%[20.6 µM],0.0%
A350 fluor,nt,i,nt,nt,i,i,?,nt,i,i
15-hLO inh,-8.1%,8.3%[25.6 µM],2.1%,-0.3%,1.6%,6.6%,14.8%,5.6%,13.4%[25.6 µM],-14.4%
BRCT inh green,-1.7%,0.3%[34.4 µM],-2.0%,0.1%,-3.7%,1.1%,1.0%,-2.2%,-2.0%[34.4 µM],2.4%
CRE-bla Fsk,?,-2.1%[17.1 µM],4.1%,4.7%,0.5%,-7.9%,-5.4%,3.9%,11.7%[17.1 µM],?

Compound activity (PubChem)
